# TAG inh: inhibitors of triacylglycerol accumulation; H9c2 cells, Nile Red lipid (TAG) fluorescence; cells loaded with 200 µM oleic acid; inhibition, % at 12.5 µM; hit rate 0.66% among 230,000;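 active = pattern-corrected inhibition of lipid staining of at least 50% with the nuclear-stain viability signal not falling by more than 50%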;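 note: 0% = DMSO wells and 100% = triacsin C control wells; some results filed as inactive read as strong as hits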
# TAG inh DAPI viability: recorded beside TAG inh, whose call it bears; DAPI nuclei signal change (viability), lower = more cytotoxic, %;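 whole-well DAPI fluorescence read on a plate reader as a viability signal; minus 50 percent equals half of cells still viable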
# The depositor's hits bear a star.
Molecule,TAG inh,TAG inh DAPI viability
CN(c1ccccc1)S(=O)(=O)c1cccc(NC(=O)CN2CCCc3ccccc32)c1,-7,0
O=P1(NC2CCCC2)OCC2(CO1)COP(=O)(NC1CCCC1)OC2 (configuration not stated),6,2
CC(C)(C)OC(=O)[C@H](Cc1ccccc1)NC(=O)c1[nH]cnc1C(=O)Nc1ccc(Cl)cc1,5,-28
CCN(C(=O)COC(=O)Cc1ccc(F)cc1)c1c(N)n(Cc2ccccc2)c(=O)[nH]c1=O,-9,0
O=C(C1CCN(S(=O)(=O)c2ccc(Cl)cc2)CC1)N1CCCCCCC1,-27,4
O=C(NCC1(N2CCOCC2)CCCCC1)c1cccc(S(=O)(=O)N2CCc3ccccc3C2)c1,-40,19
c1ccc(CCCNc2ncccn2)cc1,-8,11
COCCN(C(=O)c1cccc(N2C(=O)CCC2=O)c1)c1nc(-c2ccc([N+](=O)[O-])cc2)cs1,-5,2
O=C(N(Cc1ccccc1)c1ccccn1)C12CC3CC(CC(C3)C1)C2,-24,9
O=C1OC(c2cccs2)=N/C1=C/c1ccc(-c2cccc(C(=O)O)c2)o1,2,-2
COc1ccc(NC(=O)N(C)C[C@H]2Oc3c(NC(=O)C4CCCCC4)cccc3C(=O)N([C@H](C)CO)C[C@@H]2C)cc1,-3,-4
CC1CC(C)C(=O)C(C(CC2CC(=O)NC(=O)C2)OC(=O)CC(=O)c2ccccc2)C1 (configuration not stated),18,-5
CC(=O)c1ccc(OC(C)C(=O)OCC(=O)NCCc2ccccc2)cc1 (configuration not stated),7,7
CN(CC(=O)Nc1ccccc1Cl)C(=O)COC(=O)Cc1c(F)cccc1Cl,8,-11
CCN(CC)S(=O)(=O)c1ccc2[nH]c(=O)cc(C(=O)N(C)C3CCS(=O)(=O)C3)c2c1 (configuration not stated),0,9
COc1ccccc1C(=O)Nc1ccc(CN2CCCCC2)cc1,-2,10
COc1cc(NCc2ccccc2)c2ncn(C(C)C)c2c1,1,-1
CC(C)N(Cc1ccccc1)C(=O)CSc1nccn1C,5,8
O=C(NC1=NCCS1)c1cccc(OC(F)F)c1,7,5
C/C(=C\C(=O)OCCCCCCCCC(=O)O)C[C@@H]1OC[C@H](C[C@@H]2O[C@H]2[C@@H](C)[C@H](C)O)[C@@H](O)[C@H]1O,1,-6
CCC(=O)N1CCC(C)(C(=O)Nc2cc(OC)c(OC)c(OC)c2)C1 (configuration not stated),5,-1
CCO[C@@H]1OC(C(=O)N2CCN(Cc3ccccc3)CC2)=C[C@H](C2CC2)[C@H]1CCCO,8,-8
COc1ccc2nc(NC(=O)C3CCN(S(=O)(=O)c4cccc5nsnc45)CC3)sc2c1,44,5
CCN1C[C@@H]2[C@@H]3C(=O)N(Cc4ccccc4)C(=O)[C@@H]3[C@](CC)(C1=O)N2C(=O)c1ccccc1,2,12
COc1cc(OC)c(N(C)S(=O)(=O)c2cccc(C(=O)OCC(=O)N(C)C3CCCCC3)c2)cc1Cl,-5,-2
COc1cccc(/C=C/C(=O)OCC(=O)N2c3ccccc3CC2C)c1 (configuration not stated),-8,1
C[C@H](CO)N1C[C@H](C)[C@H](CN(C)C(=O)c2ccc(N3CCN(C)CC3)cc2)OCc2cnnn2CCCC1=O,-4,5
N/C(CC1CC1(Cl)Cl)=N\OC(=O)c1ccccc1 (configuration not stated),11,-1
C[C@@H]1CN([C@@H](C)CO)C(=O)c2cc(NC(=O)Nc3ccc(F)cc3)ccc2O[C@@H]1CN(C)Cc1ccc(Oc2ccccc2)cc1,29,-8
COc1ccc2nc(Cl)c(/C=N/Nc3ccccn3)cc2c1,23,-3

Molecule,TAG inh,TAG inh DAPI viability
CCOC(=O)C(=O)N1c2ccccc2C(N(C(=O)C(=O)OCC)c2ccccc2)CC1C (configuration not stated),6,-4
CC(C)n1ncc2c(C(=O)NCCc3ccc(F)cc3)cc(C3CC3)nc21,5,-5
N#Cc1cccc(C(=O)OCC(=O)NCc2ccco2)c1,10,-8
Cc1ccc(-n2c(-c3ccco3)nc3c(cnn3-c3ccc(C)cc3)c2=O)cc1,-29,19
COc1ccc(CCNC(=O)CCCOc2ccc(Cl)cc2)cc1OC,-4,-4
CCOC(=O)Cn1cc(C#N)c2cccc(CC)c21,-1,7
CC(O)CN1C(=O)C(CC(=O)Nc2ccc(Cl)cc2)SC1=Nc1ccccc1 (configuration not stated),-16,5
CNc1sc(C(=O)c2ccccc2F)c(N)c1-c1nc2ccccc2s1,-14,5
CC(C)CCn1cnc2c1c(=O)n(C)c(=O)n2C,18,-8
COc1cc(C2SCC(=O)N2c2c(C)n(C)n(-c3ccccc3)c2=O)ccc1O (configuration not stated),-7,8
CC(NC(=O)CN1C(=O)NC2(CCCCCC2)C1=O)c1ccccc1 (configuration not stated),2,-5
COc1ccccc1C(O)P(=O)(OC1CCCCC1)OC1CCCCC1 (configuration not stated),9,1
O=C(N1CCOCC1)N1CCN(c2ccccc2F)CC1,0,0
CC(C)c1ccc(S(=O)(=O)N2CCN(C(=O)CN3C(=O)NC4(CCCCC4)C3=O)CC2)cc1,-6,-2
Cc1ccc(NC(=O)c2ccc3c(c2)C(=O)N(c2cc(C)ccc2C)C3=O)nc1,4,6
Cc1ccc(NC(=S)NC2CCSc3ccccc32)cc1C (configuration not stated),-27,7
CN1/C(=C\C=N\NC(=O)c2cccnc2)C(C)(C)c2ccccc21,2,-2
COC(=O)c1ccccc1NC(=O)CS(=O)(=O)Cc1nc(-c2ccc(C)cc2)oc1C,-1,4
COc1ccc(-c2cc(-c3n[nH]c(=S)n3-c3cccc4ccccc34)[nH]n2)cc1,-5,-4
COc1ccc(CNC(=O)c2cc(-n3cnnc3)ccc2Cl)cc1,-19,2
COc1cc(SC)ccc1C(=O)NCc1ccccc1,-8,-4
CC12CCC(=O)N1C(C(=O)Nc1nc3ccccc3s1)CS2 (configuration not stated),9,-16
Cc1ccc(O)c(NC(=O)CN(C)S(=O)(=O)c2ccc(Cl)cc2)c1,-8,5
CN1CCN(C(=O)c2ccc(Oc3ccc([N+](=O)[O-])cc3)cc2)CC1,-33,-1
CNS(=O)(=O)c1cccc(C(=O)OCC(=O)Nc2ccc3ccccc3c2)c1,0,1
O=C(CC1CCCC1)OCn1nnc2ccccc2c1=O,-61,6
O=C(CC1C(=O)NCCN1Cc1ccccc1C(F)(F)F)NCCc1ccccn1 (configuration not stated),-2,-12
CCOC(=O)c1[nH]c(C)c(C(=O)OCC(=O)NCc2ccc(Cl)cc2)c1C,12,-2
C=CCNc1nc(NCCN2CCOCC2)nc(OC)n1,-7,-3
Cn1cc(S(=O)(=O)NCc2ccc(F)cc2)c(=O)n(C)c1=O,11,-1

Molecule,TAG inh,TAG inh DAPI viability
CN(C[C@H](Cc1ccccc1)N(CCN(CCc1ccccc1)N=O)N=O)N=O,-8,-3
COc1ccc(NC(=O)Cn2c(=O)c(C)nc3ccccc32)cc1Cl,-7,2
Cc1ccc2c(c1)C(=O)C(=O)N2CCCOc1ccccc1,37,-20
O=C(c1nc2nc(-c3ccccc3)cc(C(F)(F)F)n2n1)N1CCOCC1,6,-10
COCCN(C(=O)COC(=O)c1cccnc1Cl)c1c(N)n(Cc2ccccc2)c(=O)[nH]c1=O,-13,8
CC(=O)c1ccc(-c2ccc(C(=O)N3CCCc4ccccc43)o2)cc1,-5,15
CC1CCC2(CC1)NC(=O)N(CC(=O)N(Cc1ccccc1)C(C)(C)C)C2=O (configuration not stated),-5,1
Cn1c(=O)c2c(nc(CCc3ccccc3)n2C)n(C)c1=O,2,-1
Cn1nc(-c2ccc(Cl)cc2)cc1NC(=O)CC(C)(C)CC(=O)O,18,-20
Cc1nn(CCc2nn[nH]n2)c2nc(-c3ccc(Br)cc3)cc(C(F)(F)F)c12,6,4
Cc1ccccc1NCC(=O)N=Nc1c(O)[nH]c2ccc([N+](=O)[O-])cc12,18,-6
O=C(Nc1ccc(Cl)cc1)N1CCOC12CCC1(CC2)OCCO1,3,1
O=C(C1CCCN(S(=O)(=O)c2cccc3nsnc23)C1)N1CCc2ccccc2C1 (configuration not stated),-20,12
Cc1[nH]n(-c2nc(-c3ccccc3F)cc(=O)[nH]2)c(=O)c1CCO,7,-1
Nc1ccccc1-c1nc2ccncc2[nH]1,8,41
Cc1ccc(Cl)cc1NCN1C(=O)c2ccccc2C1=O,7,-6
O=S(=O)(c1ccccc1)N1CCN(c2nc(-c3cccnc3)nc3ccccc23)CC1,36,2
Cc1cnc(CNC(=O)c2ccc3sc([C@H]4C[C@H](O)[C@@H](CO)O4)nc3c2)cn1,19,-3
CC(=O)c1ccc(NC(=O)C(C)Sc2nnc3ccccn23)cc1 (configuration not stated),-15,-6
Cc1ccc(-c2nn(C)c(=O)c3ccccc23)cc1S(=O)(=O)NCCN1CCOCC1,-6,11
O=C(C1CCCN(S(=O)(=O)c2cccs2)C1)N1CCc2ccccc2C1 (configuration not stated),-8,-1
OCCNc1cc(-n2nc(-c3ccccc3)cc2-c2ccccc2)ncn1,11,-3
Cc1cccc(N2CCN(c3nnc(C(F)(F)F)s3)CC2)c1,-33,-1
CCn1ncc(C2=NOC(C(=O)Nc3c(C)nn(Cc4ccc(F)cc4)c3C)C2)c1C (configuration not stated),2,-5
Nc1cc(=O)[nH]c(=O)n1Cc1ccccc1,15,6
COc1cc(/C=N/NC(=O)Cn2ccc(C(F)(F)F)n2)cc(OC)c1OC,6,-4
CC(=O)Nc1ccc(NC(=O)CSc2nc(=O)n(CCCN3CCOCC3)c3c2CCC3)cc1,0,-3
CCC1CCCCN1Cc1c(O)ccc2c(=O)c(-c3ccccc3)coc12 (configuration not stated),1,13
CCCCn1c(SCC(=O)Nc2nnc(C)s2)nnc1-c1ccoc1C,10,2
Cc1ccccc1NC(=O)COC(=O)CCc1ccccc1,-8,-4

# One compound at a time (already shown). Order of screens: TAG inh, TAG inh DAPI viability
# Cc1cccc(N2CCN(c3nnc(C(F)(F)F)s3)CC2)c1 as listed: -33, -1
# CNS(=O)(=O)c1cccc(C(=O)OCC(=O)Nc2ccc3ccccc3c2)c1 as listed: 0, 1
# COc1ccc2nc(NC(=O)C3CCN(S(=O)(=O)c4cccc5nsnc45)CC3)sc2c1 as listed: 44, 5
# COc1ccc(NC(=O)N(C)C[C@H]2Oc3c(NC(=O)C4CCCCC4)cccc3C(=O)N([C@H](C)CO)C[C@@H]2C)cc1 as listed: -3, -4
# CCOC(=O)Cn1cc(C#N)c2cccc(CC)c21 as listed: -1, 7

# Looked up by structure from above, 5 records:
Molecule,TAG inh,TAG inh DAPI viability
COc1cc(/C=N/NC(=O)Cn2ccc(C(F)(F)F)n2)cc(OC)c1OC,6,-4
Cc1ccc(-c2nn(C)c(=O)c3ccccc23)cc1S(=O)(=O)NCCN1CCOCC1,-6,11
Cc1ccccc1NCC(=O)N=Nc1c(O)[nH]c2ccc([N+](=O)[O-])cc12,18,-6
O=S(=O)(c1ccccc1)N1CCN(c2nc(-c3cccnc3)nc3ccccc23)CC1,36,2
COCCN(C(=O)COC(=O)c1cccnc1Cl)c1c(N)n(Cc2ccccc2)c(=O)[nH]c1=O,-13,8

# More results follow.
Molecule,TAG inh,TAG inh DAPI viability
CC(=O)c1c(C)[nH]c(C(=O)OCC(=O)Nc2cccc(S(=O)(=O)N(C)C)c2)c1C,-13,13
CCOc1cc(C(=O)Nc2c(C)ccc3nsnc23)cc(OCC)c1OCC,1,6
Cc1cc(C)cc(NC(=O)N2CCc3ccccc3C2)c1,-9,-9
COc1ccc(S(=O)(=O)Nc2cc(C)c(O)cc2C(C)C)cc1,2,11
CCCCn1c(N)c(N(CC)C(=O)COc2ccc(C#N)cc2)c(=O)[nH]c1=O,6,5
CCCCn1c(N)c(N(CCOC)C(=O)CN2c3ccccc3CC2C)c(=O)[nH]c1=O (configuration not stated),-8,1
C/C(CC(=O)Nc1cccc(Cl)c1Cl)=N\NC(=O)c1ccccc1Br,-1,4
CCCCN(C)Cc1c(O)ccc2c(-c3ccccc3)cc(=O)oc12,-1,22
NC(=O)c1ccc(NC(=O)CN2CCN(c3ccccc3)CC2)cc1,8,-7
COc1ccc2nc(C)cc(N3CCC(C(N)=O)CC3)c2c1,11,-5
COC(=O)C1=C(N)Oc2cc(C)n(CCc3ccccc3)c(=O)c2C1c1cccnc1 (configuration not stated),15,-5
O=[N+]([O-])c1ccc(-c2nc(NCC3CCCO3)c3ccccc3n2)cc1 (configuration not stated),18,0
Cc1nn(-c2ccccc2)c(Cl)c1C(=O)N(C)CC(=O)Nc1cccc(F)c1,27,-3
CCc1ccc(CN(C)CC(=O)Nc2ccc3c(c2)CCC3)cc1,-4,9
O=C(C1CCN(S(=O)(=O)c2cccc3nsnc23)CC1)N1CCc2ccccc21,8,-17
NS(=O)(=O)c1ccc(CCNC(=O)c2ccccc2Cc2ccccc2)cc1,1,-14
N#Cc1ccc(-c2ccc(F)cc2)nc1Sc1ccccc1,-14,6
CCCc1cc(C(=O)N2CCCC(Nc3ccc(C)c(C)c3)C2)n(C)n1 (configuration not stated),-10,1
O=C(c1nc2ncccn2n1)N1CCN(c2ccc(F)cc2)CC1,-36,7
CCc1ccc(NC(=O)c2ccccc2Br)cc1,-3,0
Cc1ccccc1-c1nnc(-c2ccc(Br)cc2)o1,-1,-1
CCCN(C(=O)/C=C/c1ccc(S(=O)(=O)N(CC)CC)cc1)C1CCS(=O)(=O)C1 (configuration not stated),3,-1

# The list is partial (hit frequency here may not be typical).
